# OXTR ag: human OXTR agonists, primary screen, fluorescence, CHO-OTR cells, Fluo-8 calcium | Oxytocin receptor (Homo sapiens), P30559 | Fluo-8 calcium fluorescence; normalized: DMSO 0%, oxytocin 100% | activation, % at 3 µM | actives 0.32% (n = 320,000);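 active = activation above the mean of all tested compounds plus 3 SD, cutoff set per screening run, cut at about 20% in these data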;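 note: peak over basal fluorescence ratio from a 100 s FLIPR kinetic read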
# Target sequence (P30559 whole entry, looked up): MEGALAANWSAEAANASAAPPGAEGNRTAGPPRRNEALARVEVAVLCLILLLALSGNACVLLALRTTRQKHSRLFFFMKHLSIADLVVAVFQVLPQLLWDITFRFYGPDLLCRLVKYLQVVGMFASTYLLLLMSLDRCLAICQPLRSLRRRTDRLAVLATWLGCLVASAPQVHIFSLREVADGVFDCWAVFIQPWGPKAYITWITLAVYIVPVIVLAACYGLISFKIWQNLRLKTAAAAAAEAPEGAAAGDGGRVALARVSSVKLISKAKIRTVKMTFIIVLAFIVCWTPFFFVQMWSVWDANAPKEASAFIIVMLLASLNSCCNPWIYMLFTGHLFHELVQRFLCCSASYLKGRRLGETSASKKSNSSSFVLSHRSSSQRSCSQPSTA
# IMP-1 inh: IMP-1 metallo-beta-lactamase inhibitors, primary screen, biochemical, epi-absorbance readout, Pseudomonas aeruginosa enzyme; purified IMP-1, nitrocefin hydrolysis, epi-absorbance fluorescence; actives 0.45% (n = 290,000); inhibition, % at 5.6 µM; metallo-beta-lactamase IMP-1 (Pseudomonas aeruginosa); AID 1556, 2009;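 active = inhibition above the mean plus 3 SD of all compounds in the same screening run, cut at about 4.5% in these data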;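 note: 0% = IMP-1 with DMSO and 100% = DMSO wells lacking enzyme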
#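 System: purified IMP-1 / Input: IMP-1 dispensed at 0.2 nM / Medium: 50 mM HEPES pH 7.1, 50 µM ZnSO4, 0.05% Brij 35 / Timing: 15 min enzyme–compound preincubation, then 25 min nitrocefin reaction, 25 °C / Technique: plate fluorescence quenching by hydrolysis product, ex 480/em 530 nm / Repeats: singlicate testing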
# GPR7 antagonist: GPR7 receptor antagonists, primary screen, cell-based, fluorescence, single concentration; Neuropeptides B/W receptor type 1 (Homo sapiens), P48145; GPR7-expressing cells, fluorescence antagonist assay; inhibition, % at 4.4 µM; actives 1.1% (n = 290,000); in the data active = inhibition above about 16%, passing the limit was not always enough;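 note: cells stimulated with the agonist NPW; 0% = agonist with vehicle and 100% = vehicle without agonist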
# PHOSPHO1 inh: PubChem AID 1565; Phosphoethanolamine/phosphocholine phosphatase (Homo sapiens), Q8TCT1; recombinant PHOSPHO1, absorbance phosphatase assay; inhibition, % at 13.3 µM; actives 1.1% (n = 290,000); in the data active = inhibition above about 60%
# Target sequence (Q8TCT1 whole entry, looked up): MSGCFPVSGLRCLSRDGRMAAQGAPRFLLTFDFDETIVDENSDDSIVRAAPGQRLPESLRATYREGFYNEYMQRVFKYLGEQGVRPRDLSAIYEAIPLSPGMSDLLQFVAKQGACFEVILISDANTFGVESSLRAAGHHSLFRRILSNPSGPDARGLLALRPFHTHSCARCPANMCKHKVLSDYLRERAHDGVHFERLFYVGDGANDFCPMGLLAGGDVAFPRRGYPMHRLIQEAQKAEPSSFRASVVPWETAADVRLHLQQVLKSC
# VIM-2 inh: VIM-2 metallo-beta-lactamase inhibitors, primary screen, biochemical, epi-absorbance readout, Pseudomonas aeruginosa enzyme; AID 1527, 2009; actives 0.89% (n = 290,000); purified VIM-2, nitrocefin hydrolysis, epi-absorbance fluorescence; inhibition, % at 5.6 µM;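 active = inhibition above the mean of all tested compounds plus 3 SD, cutoff set per screening run, cut at about 7.5% in these data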;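 note: red hydrolysis product quenches plate fluorescence so inhibitors raise well fluorescence; 0% = enzyme with DMSO and 100% = DMSO without enzyme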
# HCV NS3 hel inh: inhibitors of HCV NS3 helicase, primary screen, biochemical, Cy5 molecular beacon fluorescence; Hepatitis C virus NS3 helicase; AID 1800, 2009; inhibition, % at 10.9 µM; NS3 helicase DNA unwinding; actives 0.56% (n = 290,000);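 active = inhibition above the mean of all tested compounds plus 3 SD, set per campaign, cut at about 35% in these data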;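 note: 0% = DMSO wells and 100% = thioflavine S control wells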
#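 Material: hepatitis C virus NS3 helicase domain fragment enzyme; measured by: Cy5 fluorescence, 0 and 60 min reads; control set: DMSO and thioflavine S; incubation: 60 min unwinding reaction at 25 °C after ATP addition; read-out basis: % inhibition from 60/0 min fluorescence ratio, DMSO 0%, thioflavine S 100%; repeats: singlicate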
# GalR3 antag: GalR3 antagonists in HEK293 cells, primary screen, cell-based, fluorescence readout | Galanin receptor type 3 (Homo sapiens), O60755 | actives 0.44% (n = 360,000) | HEK293 GalR3-CNG cAMP membrane potential fluorescence; galR3 body fused to GalR1 C-terminus | inhibition, % at 3 µM;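 active = inhibition above the screen-wide average plus 3 SD, cut at about 13% in these data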;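 note: forskolin and galanin both at EC90 stimulate the cells; cAMP rise reported by CNG channel membrane potential dye signal; 0% = forskolin plus galanin with DMSO and 100% = forskolin alone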
# Target sequence (O60755 1-299 limits assumed): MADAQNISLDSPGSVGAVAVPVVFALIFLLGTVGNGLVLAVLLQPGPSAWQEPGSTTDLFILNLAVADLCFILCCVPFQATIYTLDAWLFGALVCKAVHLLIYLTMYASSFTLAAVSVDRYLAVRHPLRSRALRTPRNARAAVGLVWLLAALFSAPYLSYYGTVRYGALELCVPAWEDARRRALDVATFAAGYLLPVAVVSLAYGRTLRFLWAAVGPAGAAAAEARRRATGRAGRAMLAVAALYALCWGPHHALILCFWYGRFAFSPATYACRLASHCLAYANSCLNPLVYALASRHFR
# V1aR counter: agonists of human V1a receptor, primary screen, counter-screen for OXTR agonist project, fluorescence, CHO-V1R cells. Vasopressin V1a receptor (Homo sapiens), P37288. actives 0.25% (n = 320,000). AID 2797, 2010. Fluo-8 calcium fluorescence, agonist mode; 0% DMSO, 100% 3 nM vasopressin. activation, % at 3 µM;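 active = activation above the mean activation of all tested compounds plus 3 SD, per screening run, cut at about 20% in these data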;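 note: signal is peak over basal fluorescence ratio across a 100 second FLIPR read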
# DNA FID counter: compounds displacing fluorescent DNA intercalator, primary screen, artefact control for HCV NS3 helicase inhibitor project, biochemical, FID fluorescence; DNA fluorescent intercalator displacement; inhibition, % at 7.9 µM; actives 0.17% (n = 290,000); AID 1845, 2009; in the data active = inhibition above about 37%;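 note: 0% = vehicle and 100% = reference compound; higher means more ethidium bromide displaced from hairpin DNA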
# Starred values were filed as active, the others as inactive; nt = no result given.
SMILES	OXTR ag	IMP-1 inh	GPR7 antagonist	PHOSPHO1 inh	VIM-2 inh	HCV NS3 hel inh	GalR3 antag	V1aR counter	DNA FID counter
CN(C)S(=O)(=O)c1ccc(C(=O)Nc2nc(-c3ccccc3)c(C(=O)c3ccccc3)s2)cc1	-0.3	-0.5	-2	0	1.0	4	1	-0.2	7
COc1cc(NC(=O)Cn2cnc(S(=O)(=O)N3CCCCC3)c2)cc(OC)c1OC	0.5	-3.4	-6	22	-2.8	2	0	1.4	-26
Cc1ccc(C(=O)NCCNC(=O)c2ccc(F)cc2)cn1	0.7	-4.3	-8	19	0.2	10	-6	1.2	-2
Cc1ccc(-c2nc(CS(=O)CC(=O)NC3CC3)c(C)o2)cc1 (stereo unspecified)	-1.1	-1.8	-6	37	-0.4	5	-5	-0.2	-19
Cc1ccc(N(C(C)C(=O)Nc2cccc(N(C)S(C)(=O)=O)c2)S(C)(=O)=O)cc1 (stereo unspecified)	-0.4	-2.5	-9	6	-2.4	-3	-8	-0.3	-21
Cc1cc(SCC(=O)Nc2ccc(O)cc2)n2nc(C)c(-c3ccccc3)c2n1	0.8	-3.5	-6	13	-3.2	-15	-2	1.9	-6
CCOC(=O)c1[nH]c(C)c(C(=O)OCC(=O)N(CC)C2CCS(=O)(=O)C2)c1C (stereo unspecified)	0.1	-2.5	0	13	-0.8	-4	1	1.8	-7
CC(=O)CC1OC(=O)C(Br)=C1NCc1ccccc1 (stereo unspecified)	0.2	-3.1	-5	21	-1.7	3	1	-0.5	1
COc1ccccc1-c1nnc(SCC(=O)OC(C)C)o1	0.3	-3.3	-9	2	-3.6	3	-6	-0.1	-10
CCN(CCCNC(=O)C1CCCN(S(=O)(=O)CC)C1)c1cccc(C)c1 (stereo unspecified)	-0.2	-1.0	-8	17	1.4	-6	-3	-0.5	-15
CC(C)OC(=O)c1cccc(NC(=O)c2ccccc2)c1	-2.2	-8.5	-13	3	-7.2	3	1	-0.1	-18
COc1ccccc1-c1ccc(SCC(=O)N2CCOCC2)nn1	0.6	-3.6	0	20	-4.3	-9	-1	-0.4	-15
CCOc1ccc(NC(=O)CSc2nccn2Cc2ccco2)cc1	-1.0	-2.1	-5	5	-2.4	-3	2	0.2	-18
CCc1nnc(NC(=O)CCC(=O)NC2CCCCCCC2)s1	0.1	-4.2	-4	7	-1.7	6	2	0.2	-29
CN(C)c1cccc2c(S(=O)(=O)Nc3ccccn3)cccc12	3.0	-3.0	-6	-4	0.7	3	-6	4.3	-6
O=C(N/N=C/c1ccc(F)cc1)c1cc(-c2ccco2)nc2ccccc12	-1.2	-2.2	-12	-15	0.8	39*	2	0.0	-13
COc1cccc(-n2nnc3c(=O)n(CC(=O)N4CCC(Cc5ccccc5)CC4)cnc32)c1	0.6	2.3	-5	-1	1.3	-1	-7	0.0	2
Cc1ccc(S(=O)(=O)N2CCCCC2C(=O)NCc2ccco2)cc1 (stereo unspecified)	-1.9	-2.9	-11	22	-3.9	20	-5	0.5	-11
Cc1ccc(S(=O)(=O)NCCc2cc3ccc(C)cc3[nH]c2=O)cc1	0.0	-0.3	-4	28	-1.3	-8	-5	1.1	-30
O=C(O)CC1(CC(=O)Nc2ccc3ccccc3n2)CCCCC1	-0.3	-0.9	-9	27	-1.2	4	4	0.5	-25
CCOC(=O)CN1C(=O)C(Sc2n[nH]c(-c3ccc(O)cc3)n2)CCc2ccccc21 (stereo unspecified)	1.5	-2.8	1	7	-4.7	1	-2	0.7	-23
Cc1ccc(CS(=O)(=O)CC(C)(O)c2ccc(Cl)cc2)cc1 (stereo unspecified)	-2.0	-1.9	6	16	-2.6	1	-7	-0.5	-23
O=C(O)C1Cc2c([nH]c3ccccc23)C(c2ccc3c(c2)OCO3)N1 (stereo unspecified)	0.6	-3.7	7	1	-2.2	-4	-3	12	-4
CCOC1OC(=O)C(Cl)=C1Nc1cc(C)ccc1C (stereo unspecified)	-0.8	-1.4	-4	-8	-2.6	9	-1	0.3	-5
COc1ccc(Br)cc1CN(C)CC(=O)Nc1cccc(S(N)(=O)=O)c1	1.3	-2.1	6	12	-0.7	-1	0	0.0	-3
COC(=O)c1ccccc1NC(=O)C(=O)NCC1CCCO1 (stereo unspecified)	-0.1	1.2	-7	7	-0.1	5	-9	0.0	-5
O=C1C(=O)N(CCO)C(c2ccc(Br)cc2)/C1=C(\O)c1ccccc1 (stereo unspecified)	0.7	-0.3	-3	19	-1.2	5	0	0.6	-21
Cc1cccc(-c2nnc(SCc3ccccc3)o2)c1	-1.1	-2.7	-1	22	-2.0	-2	-3	-0.8	-3
CCOC(=O)N1CCN(C(=O)CN(c2cccc(C)c2)S(=O)(=O)c2ccccc2)CC1	-1.3	-0.5	9	-6	0.0	-7	-1	-0.5	-36
O=C(Nc1cccc(Br)c1)c1cccc(OC(=S)N2CCOCC2)c1	5.8	-0.8	1	23	-0.5	-8	-3	9.1	-17
COC(=O)[C@@H](Cc1c[nH]c2ccccc12)NC(=O)CNC(=O)c1ccccc1OC	6.1	-1.5	-13	24	-1.9	-2	-11	4.2	-20
O=C(O)c1cc(C(F)(F)F)nc2ccccc12	0.2	-5.1	5	-11	-2.1	0	-3	1.2	-5
Cc1ccc(C)c(OCCn2c(=O)c3c(ncn3C3CCCC3)n(Cc3ccccc3)c2=O)c1	-0.2	-4.1	-13	-6	-2.6	1	-6	-0.1	-5
CCC(C)(C)c1ccc(OCCCC[n+]2cccc(C)c2)c(C(C)(C)CC)c1	nt	-3.7	21*	14	-2.8	-68	1	nt	21
CCOc1ccc(-c2nnc3ccc(SCC(=O)Nc4cc(C)on4)nn23)cc1	-1.1	-1.9	0	42	-2.0	-5	2	0.6	-3
Cc1ccccc1OCCn1cc(/C=C(\C#N)C(=O)NCc2ccco2)c2ccccc21	-0.9	-0.6	-3	-15	-3.3	5	0	0.0	-1
Cc1cccc(C)c1NC(=O)c1cccc(COc2cc(Cl)ccc2Cl)c1	-1.9	-4.3	-2	-9	-0.3	8	-2	-0.3	-9
Cc1ccc(NC(=O)CCC(=O)OC(C(=O)c2ccc(C)c(C)c2)c2ccccc2)c(C)c1 (stereo unspecified)	-0.8	-2.5	-3	46	-1.1	19	-5	-0.7	-12
O=C(CSc1nnc(-c2cccnc2)n1-c1ccccc1)N1CCN(c2ccc(F)cc2)CC1	-2.2	-0.6	-5	26	-1.1	-3	-3	0.1	-32
CCNC(=O)CC1SC(=Nc2ccc(C)cc2)NC1=O (stereo unspecified)	0.3	-2.7	-6	-13	-1.0	-11	0	-0.9	-9
Cc1onc(-c2ccccc2)c1CNS(=O)(=O)c1ccc(F)cc1F	-1.1	-2.1	-17	41	-1.7	-6	-5	-1.8	-7
O=C1c2ccsc2SCCN1Cc1c(Cl)cccc1Cl	-1.9	-4.8	-1	8	-1.0	-9	-6	-1.4	-29
Cc1cc(C)c(S(=O)(=O)N2CCCOC2CNC(=O)C(=O)NCc2cccs2)c(C)c1 (stereo unspecified)	0.7	-1.2	6	3	-6.3	0	0	-0.5	-20
COC(=O)COc1cc(=O)oc2ccc(NS(=O)(=O)c3ccccc3)cc12	1.8	-1.1	-5	28	0.2	9	-7	0.1	-11
Cc1ccc(NC(=S)NC2CCN(Cc3ccccc3)CC2)cc1	1.0	-1.4	5	-11	-1.8	-14	-10	0.4	6
Cc1ccc(CNC(=O)C2CCC(=O)N(CCc3cccc(F)c3)C2)cc1 (stereo unspecified)	0.2	-1.5	-6	33	-1.0	-6	-2	2.2	-34
CC(C)CNC(=O)c1oc2ccccc2c1COc1ccccc1	-1.3	-3.3	-24	5	-1.1	-4	-8	-0.1	-24
COC(=O)c1cc(OC)c(OC)cc1NC(=S)Nc1cc(Cl)ccc1OC	0.5	-4.3	-1	-6	-1.7	-9	0	0.9	-6
O=Cc1cn(-c2ccccc2)nc1-c1ccccn1	-0.1	-2.4	12	19	-2.0	2	-9	-0.1	-9
CC1(C(=O)NCC2CC2)C=CC2(CCCCC2)N1C(=O)c1ccccc1 (stereo unspecified)	-0.4	-2.5	3	-24	-1.4	9	nt	0.0	-23
O=C(Nc1ccccc1)Nc1ccc(Br)cc1F	4.2	-1.6	3	1	-3.1	10	-6	4.9	3
CCOc1ccc(Cl)cc1/C=N/O	-1.9	-1.1	-4	6	-0.4	2	-5	0.9	1
COc1ccc(C(=O)NC2CCCN(Cc3ccc(Cl)cc3)C2)c(OC)c1 (stereo unspecified)	-2.3	-2.6	-13	45	-3.5	-12	-1	0.2	-7
CC(C)c1ccc(NCCC(=O)c2cccs2)cc1	-1.9	-4.0	3	2	0.3	-1	-3	-1.3	-3
CCC(C)(C)NC(=O)CN(C(=O)CCC(=O)Nc1cc(C)ccn1)c1ccc2c(c1)OCCO2	0.2	-3.5	12	28	0.6	-1	-5	0.6	-30
O=C(COC(=O)c1ccncc1)c1ccc(Br)cc1	-1.9	-3.3	-7	49	-4.0	5	-5	0.1	-3
C=CCc1ccc(OCCOCCOc2ccc(C)cc2[N+](=O)[O-])c(OC)c1	0.5	-2.6	2	-11	-6.5	-18	-6	0.2	-18
CCOC(=O)CSC1=C(C#N)C(c2ccc(OC)cc2)C2=C(CC(C)(C)CC2=O)N1 (stereo unspecified)	-1.4	-4.1	-5	-25	-4.2	6	-8	1.3	-23
COc1ccccc1N1CCN(C(=O)CSc2nc3ccccc3[nH]2)CC1	1.8	0.6	-12	26	-3.6	-8	-1	2.1	-23

# 3 records picked at random from the list so far, as already listed:
SMILES	OXTR ag	IMP-1 inh	GPR7 antagonist	PHOSPHO1 inh	VIM-2 inh	HCV NS3 hel inh	GalR3 antag	V1aR counter	DNA FID counter
CC(=O)CC1OC(=O)C(Br)=C1NCc1ccccc1 (stereo unspecified)	0.2	-3.1	-5	21	-1.7	3	1	-0.5	1
CN(C)c1cccc2c(S(=O)(=O)Nc3ccccn3)cccc12	3.0	-3.0	-6	-4	0.7	3	-6	4.3	-6
Cc1ccc(C)c(OCCn2c(=O)c3c(ncn3C3CCCC3)n(Cc3ccccc3)c2=O)c1	-0.2	-4.1	-13	-6	-2.6	1	-6	-0.1	-5
